# ST2 inh: blocks human ST2 binding to IL-33. AlphaLISA ST2-Fc/biotin-IL-33 interaction, 1 h. inhibition, % for hits at 17 µM. actives 2.3% (n = 78,000). AID 1259354; in the data active = inhibition above about 30%; inconclusive = mostly about 10% to 28%
# Target sequence (Q01638 whole entry, looked up): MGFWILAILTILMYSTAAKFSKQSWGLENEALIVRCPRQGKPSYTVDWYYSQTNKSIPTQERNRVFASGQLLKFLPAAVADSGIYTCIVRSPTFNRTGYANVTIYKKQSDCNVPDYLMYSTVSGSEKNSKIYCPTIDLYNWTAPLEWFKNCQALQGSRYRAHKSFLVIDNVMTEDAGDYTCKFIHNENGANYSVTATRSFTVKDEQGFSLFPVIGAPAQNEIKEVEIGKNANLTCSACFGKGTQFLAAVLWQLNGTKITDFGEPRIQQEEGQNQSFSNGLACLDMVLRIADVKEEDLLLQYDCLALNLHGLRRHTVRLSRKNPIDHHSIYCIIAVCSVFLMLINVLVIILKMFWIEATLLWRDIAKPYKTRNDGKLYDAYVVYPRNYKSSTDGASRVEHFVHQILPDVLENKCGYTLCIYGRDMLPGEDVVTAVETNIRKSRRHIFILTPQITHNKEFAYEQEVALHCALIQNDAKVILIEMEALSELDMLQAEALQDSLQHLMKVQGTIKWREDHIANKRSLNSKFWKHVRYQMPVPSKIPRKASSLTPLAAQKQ
# Numbers without * were called inactive; i = inactive; ? = inconclusive. The list is partial, so the mix of outcomes need not match the whole.
SMILES,ST2 inh
CCCCN(C)Cc1c(O)ccc2c(=O)c(Oc3cc(C)cc(C)c3)coc12,?
COc1ccc(N2CCCS2(=O)=O)cc1NC(=O)COc1ccc(F)cc1,i
Nc1nonc1-c1noc(-c2ccc(Br)o2)n1,i
Cc1ccc(Nc2nc(-c3ccc(F)cc3)cs2)cc1,?
COc1ccc(Br)cc1C1C(C(=O)Nc2ccc(C)cc2C)=C(C)Nc2nnnn21 (centres undefined),i
Clc1nc(-c2ccccc2)ncc1-c1ccccc1,i
CCc1ccc(N(CC(=O)Nc2cccnc2)S(=O)(=O)c2ccccc2)cc1,?
O=C(Cc1ccccc1)Nc1cc(C(=O)O)c(NC(=O)Cc2ccccc2)cc1C(=O)O,i
C=CCn1c(=O)[nH]c2cc(C(=O)N3CCN(c4ccc(F)cc4)CC3)ccc2c1=O,i
Cc1c(NS(=O)(=O)c2ccc3c(c2)C(=O)c2ccccc2-3)c(=O)n(-c2ccccc2)n1C,i
CCCCOc1ccc(C2C(C(=O)Nc3ccccc3OC)=C(C)Nc3nnnn32)cc1 (centres undefined),i
Cn1c(Cn2cnc(Cl)c2Cl)nc2ccccc21,i
COc1ccc(C(=O)N2CCOC(CCCc3ccccc3)C2)c(O)c1 (centres undefined),?
Cc1ccc(C(C)(C)NC(=O)C2CCCN2C(N)=O)cc1 (centres undefined),i
CCCCn1c(CN2CCC(Oc3ccccc3OC)CC2)cnc1S(=O)(=O)CC,i
Cc1cccn2c(=O)c3cc(C(=O)NCc4cccnc4)c(=N)n(CCCn4ccnc4)c3nc12,i
CN(C(=O)c1ccsc1)C(Cc1ccccc1)C1CCN(C(=O)c2cnn(-c3ccccc3)c2)CC1 (centres undefined),i
O=C(NCC1COc2ccccc2O1)C1C2C=CC3(CN(Cc4ccccc4Cl)C(=O)C13)O2 (centres undefined),i
CC(C)(C)c1cn2c3ccccc3nc2n1CCCO,i
Cc1cccc(NC(=O)Cn2c(-c3ccc4c(c3)OCO4)cn(-c3ccccc3)c2=O)c1C,?
Cn1nccc1C(=O)N1CCOC(Cc2ccc(F)cc2)C1 (centres undefined),i
O=C1CCCC2=C1C(c1ccncc1)c1c(nc(SCc3ccccc3F)[nH]c1=O)N2 (centres undefined),i
CS(=O)(=O)NCCC1=CCCCC1,?
CCOC(=O)C1=C(N)OC2=C(C(=O)CC(c3ccccc3)C2)C1c1cccc(OC)c1OC (centres undefined),i
CN1CCN([C@@H]2CCN(c3ncccc3C(=O)O)C[C@H]2O)CC1,i
Cc1ccc(NC(=O)c2cc3cc(Cl)cc(Cl)c3oc2=O)cc1,i
Cc1nc(-c2ccccc2)nc2[nH]c(=O)n(-c3ccccc3)c(=O)c12,i
CNc1ncccc1C(=O)NC1CC(=O)N(Cc2cccc(F)c2)C1 (centres undefined),i
Cc1ccc(C)c(OCC(=O)N(C)Cc2nc(-c3ccccn3)no2)c1C,i
O=C(NCCc1ccccc1)c1cc(C2CC2)on1,i
CN(CC(=O)N1CCCC1)S(=O)(=O)c1ccc2c(c1)CCC(=O)N2,i
Cc1cc([N+](=O)[O-])nn1CCCC(=O)Nc1cc(C(F)(F)F)ccc1Cl,?
Cc1cc(N(C)C)nc(Nc2ccc(NC(=O)c3ccccc3C)cc2)n1,31%*
CCOC(=O)c1sc2ncnc(N3CCc4ccccc4C3)c2c1C,i
CCN(CC)c1ccc(NC(=O)c2ccccc2Br)c(C)c1,i
CC(C)(O)C#Cc1ccc(C(=O)NCc2n[nH]c3c2CCCCC3)o1,?
COCC(NC(=O)c1sc(C)nc1-c1ccccc1)c1ccnn1C (centres undefined),i
CCOC(=O)c1cnc2c(C)c(Cl)ccc2c1Nc1ccccc1,i
CC(NC(=O)c1cc2c(=O)n3ccccc3nc2n1C)c1ccccc1 (centres undefined),i
CCOC(=O)N1CCC(NC(=O)C2CC23CCN(C(=O)CCOc2ccccc2)CC3)CC1 (centres undefined),?

# By substructure, the compounds so far containing a COOH group (2)
SMILES,ST2 inh
O=C(Cc1ccccc1)Nc1cc(C(=O)O)c(NC(=O)Cc2ccccc2)cc1C(=O)O,i
CN1CCN([C@@H]2CCN(c3ncccc3C(=O)O)C[C@H]2O)CC1,i

# Arranged by molar mass (ascending): some entries from above.
SMILES,ST2 inh
CS(=O)(=O)NCCC1=CCCCC1,?
O=C1CCCC2=C1C(c1ccncc1)c1c(nc(SCc3ccccc3F)[nH]c1=O)N2 (centres undefined),i
CCCCOc1ccc(C2C(C(=O)Nc3ccccc3OC)=C(C)Nc3nnnn32)cc1 (centres undefined),i
CCOC(=O)C1=C(N)OC2=C(C(=O)CC(c3ccccc3)C2)C1c1cccc(OC)c1OC (centres undefined),i

# The results go on:
SMILES,ST2 inh
O=S(=O)(Nc1cccc(F)c1)c1ccc(Cl)cc1,i
CC1=NN(c2ccccc2)C(=O)C1C(c1ccccc1Cl)C(C#N)C#N (centres undefined),i
O=C(NC1CCCCCCC1)C1c2ccccc2C(=O)N1Cc1ccc(F)cc1 (centres undefined),?
CCCS(=O)(=O)N1CCCC(C(=O)NCCCOC)C1 (centres undefined),i
CCn1cc(C(=O)N2CCOCC2)c(=O)c2cc(S(=O)(=O)N3CCC(C)CC3)ccc21,i
CC(C)NC(=O)C(=O)N1CCOC(c2ccc(Cl)cc2)C1 (centres undefined),i
COc1ccc(CN2C[C@@H]3OCC(=O)N(c4ccccc4)[C@@H]3C2)cc1,?
O=C(Cc1c(C(=O)O)[nH]c2ccc(Cl)cc12)NCc1ccco1,i
Cc1ccc(Cc2c(C)nc3nc(SCC(=O)NC4CCCC4)nn3c2C)cc1,i
COCc1ccc(C(=O)N(C)C2CCCN(CCCc3ccccc3)C2)s1 (centres undefined),i

# The last 7 compounds of the section before are carried over, then new ones follow:
SMILES,ST2 inh
CCCS(=O)(=O)N1CCCC(C(=O)NCCCOC)C1 (centres undefined),i
CCn1cc(C(=O)N2CCOCC2)c(=O)c2cc(S(=O)(=O)N3CCC(C)CC3)ccc21,i
CC(C)NC(=O)C(=O)N1CCOC(c2ccc(Cl)cc2)C1 (centres undefined),i
COc1ccc(CN2C[C@@H]3OCC(=O)N(c4ccccc4)[C@@H]3C2)cc1,?
O=C(Cc1c(C(=O)O)[nH]c2ccc(Cl)cc12)NCc1ccco1,i
Cc1ccc(Cc2c(C)nc3nc(SCC(=O)NC4CCCC4)nn3c2C)cc1,i
COCc1ccc(C(=O)N(C)C2CCCN(CCCc3ccccc3)C2)s1 (centres undefined),i
COC(=O)[C@@H]1CCCN1C(=O)c1ccccc1NCc1cccs1,i
Oc1oc(-c2ccccc2)nc1C=Nc1ccccc1I,?
CCOc1ccccc1C(=O)NCc1nc2cccnc2n1CCOC,i
Cc1cccc(-c2nsc(SCC(=O)N3CCOCC3)n2)c1,i
CC1=C(C(=O)Nc2ccc(C)cn2)C(c2ccc(N(C)C)cc2)C2=C(CCCC2=O)N1 (centres undefined),i
CCOC(=O)c1[nH]c(C(=O)O)c(CCC(=O)OC)c1C,?
CCC(C)NC(=O)c1ccc2c(c1)N(Cc1ccc(C)cc1)C(=O)CS2 (centres undefined),i
CC(C)(C)NC(=O)CCS(=O)(=O)c1cccs1,i
CC1=C(C(=O)Nc2cc(C)ccn2)C(c2ccccc2C)C2=C(CCCC2=O)N1 (centres undefined),i
O=c1oc2ccccc2cc1C1=Nn2c(nnc2-c2ccccc2Br)SC1,i

# 2 compounds drawn at random from the list so far, as already listed:
SMILES,ST2 inh
CC1=C(C(=O)Nc2ccc(C)cn2)C(c2ccc(N(C)C)cc2)C2=C(CCCC2=O)N1 (centres undefined),i
CC1=C(C(=O)Nc2cc(C)ccn2)C(c2ccccc2C)C2=C(CCCC2=O)N1 (centres undefined),i

# The list continues.
SMILES,ST2 inh
CN(CC1(c2ccccc2)CC1(C)C)C(=O)c1cn(CCc2ccccc2)nn1 (centres undefined),?
O=C(CN1CCN(Cc2ccccc2F)C1=O)NCCc1ccccc1,i
CSc1cccc(CN(C)C(=O)c2ccc(CO)o2)c1,?
CC1(C)OC(=O)C(=CNc2cccc(C(F)(F)F)c2)C(=O)O1,i
CSc1nc(N)nc(SCc2ccc(F)cc2)c1C#N,i
Cc1cccc(OCCCC(=O)Nc2ccc3c(c2)OCO3)c1,i
O=C(CN1CCCN(Cc2ccccc2Cl)S1(=O)=O)NC1CCCCC1,i
CCOc1ccc(/C=C2/SC(N3CCC(C)CC3)=NC2=O)cc1,?
O=C1CCN(S(=O)(=O)c2ccccc2[N+](=O)[O-])CC1,i
Cc1cccc(-c2noc(CN(C)C(=O)c3c(C)cc(C)n(C)c3=O)n2)c1,i
O=C1CCC(CCC(=O)N2CCCC(Nc3ccccc3)C2)=NN1 (centres undefined),i
CC(C)c1nc(CCNC(=O)c2ccc3cc[nH]c3c2)cs1,i
CC(=O)c1cc(-n2c(CCCO)nc3ccccc32)cs1,i
Oc1oc(-c2ccccc2)nc1C=Nc1cccc(F)c1,i
CCC1CCc2c(sc(NC(=O)CCC(=O)O)c2C(N)=O)C1 (centres undefined),i
C[C@@H]1CN(c2ccc(C(=O)NCCCc3ccccn3)cn2)C[C@H](C)O1,i
CCCn1cnc2cc(NCc3ccncc3)ccc21,i
O=C1c2ccccc2NC(c2ccccc2)N1c1cccc(C(F)(F)F)c1 (centres undefined),?
CC(=O)NNC(=O)N1Cc2ccccc2Oc2ccc(Cl)cc21,i
Fc1ccc(N2CCN(c3nc(-c4ccco4)cc(C(F)(F)F)n3)CC2)cc1,?
Cc1nn(Cc2ccccc2)c(C)c1[C@@H]1C=C[C@@H](NC(=O)CCC(=O)O)C1,i
O=C1CCCN1CC(CN1CCOCC1)Sc1nc2ccccc2c(=O)n1-c1ccccc1 (centres undefined),i
CCOC(=O)N1CCN(CC(O)COc2ccc(Cl)cc2)CC1 (centres undefined),i
COc1cc(C(=O)Nc2cc(C(F)(F)F)ccc2Cl)c(Br)c(OC)c1OC,i
Cc1ccccc1C1(CC(=O)N(C)Cc2ccccc2)CC(=O)N(Cc2cccnc2)C1=O (centres undefined),i
c1cncc(OC2CCN(c3nc4nonc4nc3N3CCSCC3)CC2)c1,i
CC(C)NC(=O)NCC1CCN(Cc2ccc3ccccc3n2)C1 (centres undefined),i
CC12c3ccccc3C(c3ccccc31)C1C(=O)N(c3ccc(F)cc3)C(=O)C12 (centres undefined),i
CCOC(=O)C1(C/C=C/c2ccccc2)CCCN(C(=O)CCC2=NNC(=O)CC2)C1 (centres undefined),?
Cc1ccc2c(c1)CN(C(=O)c1ccc(Cn3nc(C)cc3C)cc1)CC(C)O2 (centres undefined),?
Cc1ccc2c(-c3cc4c(n(CC5CC5)c3=O)CCN(C(=O)C3=NN(C)C(=O)CC3)C4)cccc2n1,?
CCc1oc(C(=O)N2CCOC(C(F)(F)F)C2)cc1CN(CC)CC (centres undefined),i
O=C(NCc1ccc(F)cc1)c1coc(=O)c2ccccc12,i
O=C(Nc1ccc(Cl)c(Cl)c1)C1CC(=O)N(c2ccccc2)C1 (centres undefined),i
Cc1ccc(OCCCN(C)[C@@H]2c3ccccc3C3(CCNCC3)[C@H]2O)cc1,?
CC(C)c1ccc(N(C(=O)C2CC2)C2C=CS(=O)(=O)C2)cc1 (centres undefined),?
O=C(NC1CCCCCC1)C1CCN(Cc2c(F)cccc2Cl)CC1,i
COc1ccccc1NC(=O)N1CCCN(CC2CC2)C(C(C)C)C1 (centres undefined),i
COC(=O)[C@@H]1CN(C(=O)c2ccc(OC)cc2)CCN1C(C)=O,i
CCO[C@H]1COC[C@@H]1NC(=O)c1cc(-c2ccccc2Cl)oc1C,i
CN(Cc1ccccc1)C(=O)CN1N=C(c2ccccc2)CCC1=O,i
COc1ccc(CNc2ccc3c(c2)ncn3C)cc1OC,i
Cc1ccc(Cl)cc1N1CCN(S(=O)(=O)c2ccc(C(=O)N(C)C)s2)CC1,?
N=C1C(c2nc3ccccc3s2)=C(O)CN1CCN1CCOCC1,i
CCCNC(=O)NCCc1nc2cccnc2n1C1CCCCC1,?
O=C(O)C1C(C(=O)O)C1C(=O)O (centres undefined),i
Cc1onc(-c2c(F)cccc2Cl)c1C(=O)Nc1ccc(OC(C)C)cc1,i
CN(Cc1ncc[nH]1)CC1CC(=O)N(C2CCCC2)C1 (centres undefined),?
CN1CCN(c2ncnc3c2cnn3Cc2ccc(Cl)cc2Cl)CC1,i
CCn1cc(S(=O)(=O)CC(=O)N2CCc3ccccc32)c2ccccc21,i
# Additional results
SMILES,ST2 inh
Cc1cc(C)n2ncc(CN3CCCC3c3ccccn3)c2n1 (centres undefined),?
CC1=C(C(=O)OCc2ccccc2)C(c2ccccc2)n2nnnc2N1 (centres undefined),i
CC1(C)CC(=O)C2=C(C1)Nc1nc(SCc3ccccc3)nn1C2c1ccc([N+](=O)[O-])cc1 (centres undefined),?
O=C(c1cccc(-c2ncc[nH]2)c1)N1Cc2cnn(CCO)c2C1,i
O=C1OC(c2ccc([N+](=O)[O-])cc2)=N/C1=C\c1ccccc1,i
CCOc1ccccc1CN1C(=O)CSc2c(c3ccccc3n2C)C1C(=O)NCCC(C)C (centres undefined),i
O=C(Nc1cccc(C(=O)Nc2cccc(Cl)c2)c1)NC1(c2ccccc2)CC1,i
CCOC(=O)c1sc2ccccc2c1S(N)(=O)=O,i
Cc1cc(NC(=O)CS(=O)(=O)c2cn(Cc3ccc(Cl)cc3)c3ccccc23)no1,i
CC1(C)CC(C(=O)Nc2nccs2)CCO1 (centres undefined),i
O=S1(=O)C=C(SCCN2CCOCC2)c2ccccc21,i
Cc1cccn2c(CC(=O)N3CCCC4(CNC(=O)O4)C3)cnc12 (centres undefined),i
O=C1NN(c2ccc(Cl)c(Cl)c2)C(=O)/C1=C/c1ccc(-c2ccccc2C(=O)O)o1,i
Cc1ccc(S(=O)(=O)N(CC(=O)Nc2ccccc2C(N)=O)c2ccccc2Cl)cc1,?
Cc1ccc(-c2cc(C(F)F)nc(NCC3CCCO3)n2)cc1 (centres undefined),i
Cc1ccc(C2(O)CCN(S(=O)(=O)c3sccc3C)CC2)nc1,i
CC(C)CCNC(=O)c1cc(-c2ccncc2)nc2ccccc12,?
CC1CCN(S(=O)(=O)c2ccc(Cl)c(C(=O)Nc3cccc([N+](=O)[O-])c3)c2)CC1,i
CC(=O)c1ccc(NS(=O)(=O)c2ccccc2[N+](=O)[O-])cc1,?

# High-throughput results: PubChem BioAssay, IUPUI and University of Michigan
